Gli-Sufu block = Gli-Sufu pathway antagonists, primary screen, luciferase luminescence, Sufu-KO-LIGHT cells, uHTS; Sufu-KO-LIGHT fibroblasts, Gli luciferase reporter luminescence; hit rate 0.74% among 340,000; inhibition, % at 5 µM;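 active means inhibition above about 55%, limit read from the data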;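 further: 0% = DMSO-treated cells and 100% = wells with medium but no cells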
APOBEC3G inh = APOBEC3G DNA deaminase inhibitors, primary screen, biochemical, fluorescence, single-stranded DNA substrate, uHTS | hit rate 0.28% among 330,000 | inhibition, % at 20 µM | AID 493012, 2011 | recombinant A3G, ssDNA deamination FAM/TAMRA fluorescence;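 active means inhibition of at least 40% at 20 µM, with no more than 30% in the related APOBEC3A deaminase screen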;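 further: plate controls were DMSO wells with A3G for no effect and wells lacking A3G enzyme for full effect; some compounds called inactive have numbers as strong as hits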
MPTP inh = mitochondrial permeability transition pore inhibitors, primary screen, biochemical, isolated mouse mitochondria, absorbance. hit rate 1.4% among 360,000. Ca2+ swelling absorbance, 30 min. inhibition, % at 10 µM. AID 602449, 2012;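 active means inhibition of 50% or more, scaled per plate between neutral and stimulator controls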;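 further: 0% = DMSO wells given calcium and 100% = 1 mM EGTA wells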
CXCR6 block = CXCR6 receptor inhibitors, primary screen, cell-based, beta-arrestin, luminescence, CHO-K1 PathHunter, 1536-well; inhibition, % at 20 µM; hit rate 0.36% among 360,000; C-X-C chemokine receptor type 6 (Homo sapiens), O00574; AID 602244, 2012; in the data active means inhibition above about 34%, passing the limit was not always enough;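 further: antagonist mode with CXCL16 agonist at 10 nM final; 0% = 10 nM CXCL16 with DMSO and 100% = unstimulated wells without agonist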
CCR6 antag = CCR6 receptor antagonists, primary screen, cell-based, CHO-K1, luminescence, beta-arrestin, uHTS; C-C chemokine receptor type 6 (Homo sapiens), P51684; CHO-K1 CCR6 PathHunter beta-arrestin, CCL20-stimulated; inhibition, % at 20 µM; hit rate 0.49% among 340,000; AID 493098, 2011;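 active means compounds whose inhibition of the agonist-driven luminescence signal at 20 µM reaches about 50%, limit read from the data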;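 further: cells stimulated with CCL20 at 14 nM final; plate controls were DMSO with CCL20 for no effect and DMSO without agonist for full effect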
Target sequence (P51684 whole entry, looked up): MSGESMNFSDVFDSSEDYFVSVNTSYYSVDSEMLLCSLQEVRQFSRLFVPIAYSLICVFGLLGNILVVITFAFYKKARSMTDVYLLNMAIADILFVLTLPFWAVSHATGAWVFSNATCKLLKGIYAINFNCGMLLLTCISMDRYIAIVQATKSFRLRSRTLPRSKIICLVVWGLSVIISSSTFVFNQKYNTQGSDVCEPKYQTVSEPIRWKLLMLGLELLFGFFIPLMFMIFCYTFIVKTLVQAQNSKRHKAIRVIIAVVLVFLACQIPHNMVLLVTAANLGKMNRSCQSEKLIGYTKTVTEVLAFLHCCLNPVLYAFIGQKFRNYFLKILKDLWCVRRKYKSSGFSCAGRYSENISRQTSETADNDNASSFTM
EBI2 block = EBI2 receptor antagonists, beta-arrestin recruitment, primary screen, cell-based, luminescence, 7a,25-OHC stimulation, uHTS; G-protein coupled receptor 183 (Homo sapiens), P32249; 7a,25-OHC stimulated; inhibition, % at 5 µM; hit rate 0.81% among 360,000; AID 651636, 2012; in the data active means inhibition above about 38%;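 further: enzyme fragment complementation signal reports receptor beta-arrestin coupling in cells; 0% = agonist plus DMSO wells and 100% = wells without agonist; some results beyond the cut were filed as inactive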
Target sequence (P32249 whole entry, looked up, the tested form may be a part): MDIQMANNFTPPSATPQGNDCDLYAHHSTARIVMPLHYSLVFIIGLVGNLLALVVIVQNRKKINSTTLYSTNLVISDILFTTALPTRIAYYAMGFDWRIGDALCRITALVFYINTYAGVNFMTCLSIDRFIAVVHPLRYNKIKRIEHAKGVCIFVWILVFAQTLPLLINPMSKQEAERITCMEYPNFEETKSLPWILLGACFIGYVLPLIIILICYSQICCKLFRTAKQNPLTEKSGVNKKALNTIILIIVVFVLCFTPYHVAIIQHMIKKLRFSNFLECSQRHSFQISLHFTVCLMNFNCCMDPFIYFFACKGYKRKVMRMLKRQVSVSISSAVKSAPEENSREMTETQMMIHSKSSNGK
A3A deaminase = APOBEC3A ssDNA deaminase inhibitors, primary screen, selectivity assay for APOBEC3G inhibitor project, biochemical, FAM/TAMRA oligo cleavage fluorescence; recombinant A3A, FAM/TAMRA ssDNA deamination fluorescence; AID 493011, 2011; DNA dC->dU-editing enzyme APOBEC-3A (Homo sapiens), P31941; hit rate 0.41% among 330,000; inhibition, % at 20 µM;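 active means at least 40% inhibition at 20 µM here, with at most 30% in a related deaminase screen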;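 further: plate controls were A3A with DMSO for no effect and wells lacking A3A enzyme for full effect; some results filed as inactive read as strong as hits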
Target sequence (P31941 whole entry, looked up): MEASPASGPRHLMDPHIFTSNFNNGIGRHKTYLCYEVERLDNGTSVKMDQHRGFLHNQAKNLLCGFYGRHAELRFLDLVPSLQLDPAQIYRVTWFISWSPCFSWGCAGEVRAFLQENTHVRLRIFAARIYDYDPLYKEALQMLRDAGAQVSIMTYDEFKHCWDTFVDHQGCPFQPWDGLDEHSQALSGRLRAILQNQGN
NR3A LBD binder = binders of NR3A ligand-binding domain, primary screen, biophysical, differential scanning fluorimetry, uHTS; Tm shift relative to glycine control, % at 25 µM; Glutamate receptor ionotropic, NMDA 3A (GRIN3A) ligand-binding domain; hit rate 2.5% among 340,000; AID 1259313, 2017; NR3A LBD differential scanning fluorimetry, Tm shift; 0% = protein alone, 100% = glycine-bound protein;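 active means melting temperature shift of at least 10% of the positive control shift, at one fixed dose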
* hit, by the source's call; / = no result given.

SMILES	Gli-Sufu block	APOBEC3G inh	MPTP inh	CXCR6 block	CCR6 antag	EBI2 block	A3A deaminase	NR3A LBD binder
CN1C(=O)C2(C(C#N)=C(N)N(c3cc(Cl)cc(Cl)c3)C3=C2C(=O)CC(C)(C)C3)c2ccccc21 (centres undefined)	-4	-3	-0.8	-10	-16	19	-2	0
CC1(C)CC(C(=O)Nc2ccccc2)C(=O)O1 (centres undefined)	3	7	0.5	4	-7	11	-4	3
COc1ccc(CC(=O)Nc2c3c(nn2-c2cccc(C)c2C)CS(=O)C3)cc1OC (centres undefined)	0	-1	-0.9	1	13	8	-1	0
O=C(CCCn1c(SCC(=O)NCC2CCCO2)nc2ccccc2c1=O)NCc1ccccc1 (centres undefined)	2	-1	-3.1	-2	-4	-5	1	-1
O=C(CCC(=O)c1ccccc1)NC1CCCN(Cc2ccccc2F)C1 (centres undefined)	-5	-9	2.7	13	5	2	-4	5
COc1ccc(CNC(=O)COC(=O)c2ccc(Br)o2)cc1	-14	-1	-1.1	7	10	-6	-1	-2
CC1(C)C2CCC1(CS(=O)(=O)Nc1ccc(S(=O)(=O)N3CCCC3)cc1)C(=O)C2 (centres undefined)	2	0	-0.4	-5	14	-4	2	1
O=C(CSc1nnc(-c2cccnc2)o1)NNC(=O)c1ccc(Br)cc1	-1	-5	0.2	-7	-8	-11	-4	0
CCOc1ccc(C2/C(=C(/O)c3ccc(OC)cc3)C(=O)C(=O)N2c2cc(C)on2)cc1OC (centres undefined)	8	1	-6.0	-2	1	-17	1	0
CC(=O)Nc1cccc(NC(=O)C2CCCN2C(=O)Nc2ccc(Cl)cc2)c1 (centres undefined)	4	-3	-0.2	-1	15	-20	-4	2
O=C(Nc1ccc(F)cc1)N1CCC(c2nc3c(nnn3Cc3cccc(Cl)c3)c(=O)[nH]2)CC1	5	-5	-5.1	10	3	4	-7	3
CCOc1ccccc1CNS(=O)(=O)c1ccc2c(c1)oc(=O)n2C	3	-10	-3.1	1	-4	-1	-3	-1
Cc1ccc(S(=O)(=O)N[C@H](C(=O)N2CCC(C(=O)N[C@@H](CC(=O)O)C(=O)O)CC2)C(C)C)cc1	-2	-11	-3.3	-6	6	-1	-3	-2
C=CCn1c(SCC(=O)C(C)(C)C)nnc1-c1ccccn1	-15	-6	0.9	2	4	9	-4	-1
COc1ccc(NS(=O)(=O)c2ccc(S(=O)(=O)N(C)C)cc2)cc1S(N)(=O)=O	3	-6	0.4	13	3	-15	77*	-1
CN(C(=O)COC(=O)C1CCN(S(=O)(=O)c2c(Cl)cccc2Cl)CC1)C1CCCCC1	-8	-8	0.0	-6	26	9	11	0
CCn1c(=O)cc(OCC(=O)N2CCN(C(=O)c3ccco3)CC2)c2ccccc21	14	-6	0.1	2	-2	-5	-2	1
COc1cc(NS(=O)(=O)c2ccc(N=Cc3c(C)[nH]n(-c4ccccc4)c3=O)cc2)nc(OC)n1	-20	-10	0.3	-8	8	2	-6	-5
Cc1c(/C=N/NC(N)=O)c2ccccn2c1C(=O)c1ccc(F)cc1	-2	3	-2.2	-2	21	1	1	3
O=C(OCC(=O)N1CCCCC1)c1cc2ccccc2cc1O	-4	-5	-0.6	-9	21	-7	-3	-2
CC(NC(=O)c1ccccc1C(=O)O)c1ccc(-n2ccnc2)cc1 (centres undefined)	0	-3	18	-10	-25	-13	-6	-4
O=C(O)c1ccc(CS(=O)(=O)c2cccc(C(F)(F)F)c2)o1	6	-2	-2.2	-3	6	-8	-1	0
COc1ccnc(Oc2ccc3ccccc3c2)c1C#N	-11	-1	0.2	-6	-3	-18	0	2
COc1ccc(NS(=O)(=O)c2ccc(N3CCCC3)c(N)c2)cc1	25	-3	78*	-8	6	-12	-4	1
O=C(NCCN1CCOCC1)C1CCC(=O)N1C1CCCCC1 (centres undefined)	2	0	-0.7	6	3	-14	1	-2
CCOC(=O)C1C(=O)NC(SC)=C(C#N)C1c1ccccc1F (centres undefined)	0	-4	0.7	4	2	6	-3	-3
COc1ccc([C@@H]2CC=C(C(=O)O)[C@H](c3ccc(F)cc3)N2S(=O)(=O)c2ccc(C)cc2)cc1OC	3	-4	-1.8	-3	-6	-12	-3	0
O=C(N/N=C/c1cn(Cc2ccccc2)c2ccccc12)c1ccncc1	8	-4	2.4	4	15	5	-1	-5
COc1cccc(-n2c(SCC(=O)NCC3CCCO3)nc3c([nH]c4ccccc43)c2=O)c1 (centres undefined)	6	-5	-1.0	15	20	5	0	-3
CC1CCCC(NC(=O)CSc2n[nH]c(=O)n2Cc2ccccc2)C1C (centres undefined)	35	19	0.5	7	6	0	0	-1
C[C@H](NC(=O)c1cc2cc(Cl)ccc2n1C)C(=O)N1CCC(C(=O)O)CC1	5	/	-0.2	-1	3	0	/	-1
N#CC1=C(N)Nc2nc3ccccc3n2C1c1ccc(Cl)cc1 (centres undefined)	12	-11	5.7	-7	6	7	-1	38*
Cc1nc2c(-c3ccc(Cl)cc3)c(C)[nH]n2c(=O)c1Cc1ccccc1	20	-1	69*	43*	47	-20	-2	-2
Cc1cc(-c2ccc(C)c(S(=O)(=O)NC(C)Cc3ccco3)c2)on1 (centres undefined)	1	-6	1.4	-2	16	9	-4	1
COc1ccc(N(CC(=O)NCc2ccccc2OC)S(=O)(=O)c2c(C)nn(C)c2C)cc1	3	-13	-0.5	-1	7	2	-7	2
COc1ccc(-c2cc3nc(-c4ccccc4)cc(N4CCC(O)CC4)n3n2)cc1	20	-5	1.5	-9	-12	64*	6	1

Fetched by structure from above (3):
SMILES	Gli-Sufu block	APOBEC3G inh	MPTP inh	CXCR6 block	CCR6 antag	EBI2 block	A3A deaminase	NR3A LBD binder
CN(C(=O)COC(=O)C1CCN(S(=O)(=O)c2c(Cl)cccc2Cl)CC1)C1CCCCC1	-8	-8	0.0	-6	26	9	11	0
COc1ccc(NS(=O)(=O)c2ccc(S(=O)(=O)N(C)C)cc2)cc1S(N)(=O)=O	3	-6	0.4	13	3	-15	77*	-1
Cc1c(/C=N/NC(N)=O)c2ccccn2c1C(=O)c1ccc(F)cc1	-2	3	-2.2	-2	21	1	1	3

The list goes on:
SMILES	Gli-Sufu block	APOBEC3G inh	MPTP inh	CXCR6 block	CCR6 antag	EBI2 block	A3A deaminase	NR3A LBD binder
COc1cccc(Oc2coc3cc(OC(=O)N4CCOCC4)ccc3c2=O)c1	1	-8	1.6	-3	5	-3	-3	10*
Cc1c(N(C)S(=O)(=O)c2cc(C(=O)Nc3ccccn3)ccc2Cl)c(=O)n(-c2ccccc2)n1C	-10	0	-0.1	4	-1	-5	-1	0
CCNc1nc(NC#N)nc(SCC(=O)OCC)n1	-44	-4	-9.3	0	-8	-3	-1	0
O=C(O)c1ccccc1Oc1ccc(Oc2ccccc2)cc1	-7	-3	-0.5	6	-7	-7	-5	0
CCCNC(=O)C(=O)N/N=C/c1cccs1	-19	-8	0.6	-2	-11	2	-6	-5
Cc1c(Br)c([N+](=O)[O-])nn1CCCC(=O)NC(C)c1ccccc1 (centres undefined)	7	-6	1.8	8	2	-1	-3	0
CCOC(=O)c1c(NC(=O)CSc2nnc(-c3cccnc3)o2)sc(C)c1C	-1	-8	-2.0	2	7	7	0	0
CCc1nnc(SCC(=O)Nc2ccc(N3CCN(S(C)(=O)=O)CC3)cc2)o1	27	-10	-1.1	-12	3	-1	-4	-9
CCOc1ccccc1OCCC(=O)Nc1ccc(F)c(Cl)c1	8	-8	1.6	6	20	0	-3	-3
CC(NC(=O)c1ccc(F)cc1)C(c1cccs1)N1CCN(C)CC1 (centres undefined)	2	-3	-0.7	-11	-8	-9	2	-2
COc1ccc(NC(=O)CS(=O)c2cccc(C(F)(F)F)c2)cc1 (centres undefined)	-7	0	-0.5	5	8	-3	1	-2
CCN(C(=O)COC(=O)c1ccc(SC)cc1OC)C1CCS(=O)(=O)C1 (centres undefined)	-7	0	-1.3	-5	12	-13	1	0
COc1ccc(C(=O)Nc2ccccc2C(=O)N/N=C/c2ccncc2)cc1OC	-40	-8	-0.6	5	-6	-13	-2	0
Cc1ccc(NC(=O)c2ccc3ccccc3n2)cc1S(=O)(=O)N1CCOCC1	6	-5	1.1	-7	-12	7	-2	3
CCN(CCO)c1nc(N2CCCCC2)c2cnn(C)c2n1	2	-2	0.2	-2	2	8	-3	1
Cc1cccc(N2CCN(c3ccc(NC(=O)/C=C\C(=O)O)cc3)CC2)c1	-1	-4	-0.5	5	11	9	1	1
CCN(c1cccc(C)c1)c1ncnc2nc[nH]c12	-4	-14	-1.7	-3	-2	4	-3	-1
O=C(NCCN1CCOCC1)c1cccc(S(=O)(=O)Nc2ccc(Br)cc2)c1	0	-7	2.7	-2	-5	-2	-7	2
COc1ccc(-c2c3c(=O)n(C)c(=O)n(C)c3cn2NC(C)=O)cc1	3	-3	0.2	-4	2	-4	-3	2
CCCCc1c(O)cc(C)[nH]c1=O	5	-11	0.4	-4	3	-2	-5	/
COc1cc(NC(=O)COC(=O)CC2CC3CCC2C3)cc(OC)c1 (centres undefined)	-11	-7	0.4	2	13	4	-3	-7
CC(=O)Nc1cc2c(cc1NC(=O)Cn1nc(-c3ccccc3)ccc1=O)OCCO2	14	-3	-0.6	0	-4	-5	2	0
COc1cccc(-n2nnc3c(=O)n(Cc4ccccc4F)cnc32)c1	-12	-5	0.5	8	14	-14	-6	1
COc1cc(C(=O)/C=C/c2cccnc2)c([N+](=O)[O-])cc1OC	1	-9	-0.5	12	21	-18	5	4
Cc1cc(C)n(CCNC(=O)C2CCC(=O)N(CCc3cccc(F)c3)C2)n1 (centres undefined)	-14	-2	-0.7	-8	-2	-10	4	-1
COc1ccccc1N(CC(=O)NC(C)(C)C)S(=O)(=O)c1cccs1	5	-6	1.0	-2	-7	-6	-3	-1
O=C(O)/C=C\C(=O)Nc1ccccc1C(=O)N1CCC(O)(c2ccc(Cl)cc2)CC1	-16	/	0.7	1	-9	6	/	3
COc1ccc(N2CCN(C(=O)NC3CC(=O)N(c4ccc(OC)cc4)C3)CC2)cc1 (centres undefined)	14	-5	0.8	2	3	46*	-1	0
O=C(O)COc1ccc(/C=C2/SC(=S)N(Cc3ccccc3)C2=O)cc1	-4	4	-0.8	14	2	11	-6	4
CCn1cc(S(=O)(=O)N2CCc3ccccc3C2)cn1	-12	-7	-0.1	1	-3	-4	-2	1
O=C(NCc1ccc(Cl)cc1)C1CCN(C(=O)c2ccc(Cl)cc2)CC1	0	-15	0.2	7	19	45*	-5	1
O=C1c2cc(F)ccc2OC2(CCNCC2)C12CC(c1ccccc1)=NO2 (centres undefined)	3	-10	46	-11	3	-4	-2	0
COc1ccccc1Nc1nc(-c2ccccc2)nc2ccccc12	-16	-3	3.0	1	4	-30	1	-4
CCC(C)[C@H](NC(=O)NCCC1=CCCCC1)C(=O)OC (some centres undefined)	-1	-3	3.1	9	3	7	-4	0
N/C(CCS(=O)(=O)c1ccc(Cl)cc1)=N\OC(=O)c1ccc(Cl)cc1	2	-5	1.9	-18	-20	-7	-4	-1
Cc1ccc(-c2n[nH]c(=O)c3ccccc23)cc1S(N)(=O)=O	-12	-6	-0.3	4	-13	-8	-3	-5
CC(C)Cn1c(N)c(C(=O)COC(=O)/C=C/c2ccccc2)c(=O)n(C)c1=O	43	-2	0.0	-3	20	-17	1	-3
Cc1ccccc1N1CCN(C(=O)c2ccccc2NC(=O)C2CC=CCC2C(=O)O)CC1 (centres undefined)	0	-3	-0.9	0	0	4	-4	2

Screening data: PubChem BioAssay, Sanford-Burnham Center for Chemical Genomics
